PV pol inh: inhibitors of poliovirus RNA polymerase binding and polymerization; AID 588519; poliovirus polymerase elongation, fluorescence polarization; hits give low values; P03300; % elongation, % (compound at 16.7 µg/mL); 150,000 compounds, 0.66% hits; in the data active means % elongation below about 90%; further: some results filed as inactive read as strong as hits
Target sequence (P03300 1749-2209 limits assumed): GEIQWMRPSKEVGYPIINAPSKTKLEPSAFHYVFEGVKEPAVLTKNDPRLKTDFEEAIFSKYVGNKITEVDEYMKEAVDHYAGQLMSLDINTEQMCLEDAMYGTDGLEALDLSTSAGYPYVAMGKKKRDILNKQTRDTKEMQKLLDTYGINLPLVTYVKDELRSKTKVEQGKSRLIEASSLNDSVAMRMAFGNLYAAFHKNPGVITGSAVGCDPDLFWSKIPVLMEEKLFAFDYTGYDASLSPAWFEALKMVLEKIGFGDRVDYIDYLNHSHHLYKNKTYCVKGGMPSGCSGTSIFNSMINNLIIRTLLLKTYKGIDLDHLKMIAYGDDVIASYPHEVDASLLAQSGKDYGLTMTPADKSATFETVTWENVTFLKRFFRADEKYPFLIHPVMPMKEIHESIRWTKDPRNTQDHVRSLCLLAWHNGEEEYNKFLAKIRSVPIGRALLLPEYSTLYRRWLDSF
PV pol inh FP z-score: further read-out of PV pol inh, marked with its call; z-score; measured here: FP z-score; hits read low
An asterisk follows results filed as active. These rows are one share of the data; the hit share may differ from the screen's.

structure,PV pol inh,PV pol inh FP z-score
NC(=O)c1cc(-c2cccnc2)no1,102.0,-0.1
COC(=O)c1nc2n(n1)C(c1cc(OC)ccc1OC)C(C(=O)Nc1ccc(C)cc1C)=C(C)N2 (centres undefined),103.0,-0.6
CCCNC(=O)c1cc2sc(Cl)cc2n1C,101.0,0.4
Cc1cc(C)c2cc(C(=O)Nc3ccc4c(c3)OCO4)[nH]c2c1,100.0,-0.3
COc1ccc(OCCSc2cccc[n+]2[O-])cc1,107.0,0.6
COc1cc(C(=O)N2CCN(CC(=O)Nc3ccc(Cl)c(C(F)(F)F)c3)CC2)cc(OC)c1OC,99.0,-0.5
COc1cc2c3cc1Oc1c(OC)c(OC)cc4c1[C@@H](Cc1cccc(c1)Oc1ccc(c(O)c1)C[C@@H]3N(C)CC2)N(C)CC4,99.0,-0.2
O=C(NCc1ccccc1)c1ccc(COc2ccccc2Br)o1,100.0,-0.3
Cc1nn(C2CCS(=O)(=O)C2)c(Cl)c1/C=C1\C(=O)N(C)C(=S)N1C (centres undefined),108.0,0.7
COc1ccc2oc(/C=C/N(C)C)c(C(=O)c3ccc(Br)cc3)c2c1,131.0,2.8

Random excerpt: 2 compounds from above, in no set order.
structure,PV pol inh,PV pol inh FP z-score
COc1cc(C(=O)N2CCN(CC(=O)Nc3ccc(Cl)c(C(F)(F)F)c3)CC2)cc(OC)c1OC,99.0,-0.5
Cc1cc(C)c2cc(C(=O)Nc3ccc4c(c3)OCO4)[nH]c2c1,100.0,-0.3

(more compounds)
structure,PV pol inh,PV pol inh FP z-score
CN(C)c1ccc(C(CNS(C)(=O)=O)N2CCCC2)cc1 (centres undefined),99.0,-0.6
Cc1cccc(C)c1NC(=O)Cn1c(=O)n(Cc2ccc3c(c2)OCO3)c(=O)c2oc3ccccc3c21,111.0,0.8
CC(C)OC(=O)NCCN1C(=O)C2C3C=CC(C3)C2C1=O (centres undefined),102.0,0
COc1cc2c(cc1OC)C(C)N(C(=O)NC1CC(=O)N(c3ccc4c(c3)OCCO4)C1)CC2 (centres undefined),105.0,1
O=C(CSc1ccccc1O)N1CCOCC1,103.0,0
COc1ccc(C2CC(c3ccccc3)=NN2C(=O)Cn2cnc3c2c(=O)n(C)c(=O)n3C)cc1 (centres undefined),104.0,0.4
O=C(Cc1ccccc1O)c1ccccc1,101.0,0.1
O=C(CSCCOc1ccccc1F)Nc1ccnn1C1CCCC1,105.0,0.3
Cc1cccc(NC(=O)CSc2nc(=O)n(Cc3cccnc3)c3c2CCC3)c1C,104.0,-0.3
CC1CC(C)CN(C(=O)COC(=O)CCc2ccc(S(=O)(=O)N3CCOCC3)cc2)C1 (centres undefined),101.0,0

Single records, from the list above. Values in the order: PV pol inh, PV pol inh FP z-score
Cc1cccc(C)c1NC(=O)Cn1c(=O)n(Cc2ccc3c(c2)OCO3)c(=O)c2oc3ccccc3c21 across the screens: 111.0, 0.8
COc1cc2c(cc1OC)C(C)N(C(=O)NC1CC(=O)N(c3ccc4c(c3)OCCO4)C1)CC2 (centres undefined) across the screens: 105.0, 1
CN(C)c1ccc(C(CNS(C)(=O)=O)N2CCCC2)cc1 (centres undefined) across the screens: 99.0, -0.6

New compounds follow
structure,PV pol inh,PV pol inh FP z-score
Cc1occc1-c1n[nH]c(=S)o1,101.0,-0.4
COc1ccc(N2CCN(C(=O)c3ccc4c(c3)CCN4S(C)(=O)=O)CC2)cc1,107.0,0.3
Cc1ccc(NC(=O)C2CCN(c3nnc(C)c4c(C)n(-c5ccccc5)nc34)CC2)c(Cl)c1,110.0,0.3
NS(=O)(=O)c1ccc(Cl)nc1,107.0,0.7
Cn1c2nc3ccccc3nc2c2c(=O)n(C3CCCC3)cnc21,100.0,-0.4
CCOC(=O)c1c(-c2ccccc2)oc2ccc(O)cc12,102.0,0.2
CC(=O)N[C@@H](CS)C(=O)O,101.0,0.3
COC(=O)c1cc2c(ccn2-c2ccc(F)cc2)n1CC(=O)N1CCCCC1,102.0,0
Cc1ccc(N2C(=O)C(F)(F)C2c2ccccc2)cc1 (centres undefined),102.0,-0.2
Cn1nnnc1SCC(=O)NN1C(=O)NC(C)(c2ccccc2)C1=O (centres undefined),107.0,0.6
O=C(COc1ncnc2sc3c(c12)CCC3)NCCN1C(=O)CSC1=O,101.0,-0.1
CC1Cc2ccccc2N1CC(=O)Nc1ccc(SC(F)F)cc1 (centres undefined),101.0,-0.4
COC(=O)c1cc(OCc2c(C)noc2C)cc(C(=O)OC)c1,100.0,-0.3
O=C(O)C1CCC(=O)N(C2CCCCC2)C1c1ccccc1Cl (centres undefined),104.0,0.7
CCc1cc2c(NC(C)C(=O)O)ncnc2s1 (centres undefined),101.0,-0.3
COc1cc(NS(=O)(=O)c2c(C)nc3sc(C)c(C)n3c2=O)cc(OC)c1,103.0,-0.3
Cc1ccc(C(=O)N(CC(C)C)CC(C)C)cc1C,100.0,-0.1
Cc1cc2nc(SCCN3CCCC3)[nH]c2cc1C,99.0,-0.4
Cc1cccc(N2CC(C(=O)Nc3ccc(N4CCOCC4)cc3)CC2=O)c1C (centres undefined),97.0,-0.5
CC(C)c1cc2cc(/C=C/C(=O)O)c(O)cc2o1,99.0,-0.5
Cc1cc(=O)oc2c(CNC(CC(C)C)C(=O)O)c(O)ccc12 (centres undefined),101.0,0
CCCOc1ccc(/C=C/C(=O)Nc2nccs2)cc1OC,94.0,-1.6
Cc1nn(C)c2c(=O)c(=O)c2n(C)[nH]1,96.0,-1.3
CC1CC(C)CN(S(=O)(=O)c2ccc(C(=O)NCc3ccco3)cc2)C1 (centres undefined),98.0,-0.5
N#Cc1sc2nc3ccccc3n2c1N,104.0,0.7
COc1ccc(F)cc1S(=O)(=O)NCC(c1ccco1)S(=O)(=O)c1cccs1 (centres undefined),108.0,0.4
COc1cc(S(C)=O)ccc1-c1nc2ncccc2[nH]1 (centres undefined),101.0,0.1
COc1cccc(Cn2c(=O)cc(C)c3c(C)nn(C)c32)c1,114.0,1.9
CC(Sc1nc(-c2ccccc2)cc(C(F)(F)F)n1)C(N)=O (centres undefined),105.0,1
COc1ccc(-c2noc(N(C)CC(=O)N3CCN(c4ccccc4OC)CC3)n2)cc1,103.0,0.3
Cc1cc(C)cc(NC(=O)[C@@H](NC(=O)c2ccco2)C(C)C)c1,105.0,0.1
Cc1oc2c(F)c(F)c(F)c(F)c2c1S(=O)(=O)Nc1cccc(C(F)(F)F)c1,102.0,0.1
Cc1cccc(C(=O)NCC(c2ccccc2)N(C)C)c1 (centres undefined),96.0,-0.5
Cc1[nH]c2ccccc2c1C(=O)CN1c2ccccc2CC1C (centres undefined),109.0,0.9
Cn1cc(C(CC(=O)O)C(=O)O)c2ccccc21 (centres undefined),102.0,0.5
N#CC1(NC(=O)COC(=O)CSc2nc3ccccc3o2)CCCCC1,104.0,0.1
COC(=O)c1c(NC(=O)c2ccoc2C)sc2c1CCCCC2,101.0,0.1
CC(=O)Nc1nc2n(n1)C(c1ccc(F)cc1)C=C(c1ccc(Cl)cc1)N2 (centres undefined),104.0,-0.4
O=C(NCCc1ccccn1)C1CC(=O)N(Cc2ccccc2Cl)C1 (centres undefined),101.0,-0.5
O=C(CCN1CCN(c2ccccc2)CC1)Nc1nccs1,104.0,0.1
CCc1ccccc1Nc1nc(-c2c(C)nc3sccn23)cs1,101.0,0.2
COCCCNC(=O)N1[C@H](c2cccs2)[C@@H](C)C(=O)[C@@H](C)[C@@H]1c1cccs1,107.0,0
Cc1cccc(OCc2nnc(SC(C)C(=O)O)n2Cc2ccccc2)c1 (centres undefined),103.0,0.3
O=C(OCc1nnc(-c2ccccc2Br)o1)c1ccc2[nH]c3c(c2c1)CCCC3,103.0,0.1
COc1nc(C)c(/C=C/C(=O)N(C(=O)NC2CCCCC2)C2CCCCC2)c(OC)n1,101.0,-0.1
CCN(CC)C(=O)c1sc2c(c1C)c(=O)n(-c1ccc(Cl)c(Cl)c1)c(=O)n2Cc1cc(=O)n2c(C)cccc2n1,112.0,1.5
CCC(C)c1ccc(NC(=O)COC(=O)C2CCC2)cc1 (centres undefined),101.0,0
Cc1cccc(C(=O)OCc2cc(=O)n3ccsc3n2)c1,108.0,0.4
CCOc1ccc(C(C)(C)C)cc1S(=O)(=O)Nc1cccnc1,101.0,-0.1
Cc1ccc(N(CC(=O)N2CCN(c3ccc(Cl)cc3)CC2)S(=O)(=O)c2c(C)nn(C)c2C)cc1,105.0,0.2

Reprinted from the part before: 5 compounds, then new ones.
structure,PV pol inh,PV pol inh FP z-score
CCN(CC)C(=O)c1sc2c(c1C)c(=O)n(-c1ccc(Cl)c(Cl)c1)c(=O)n2Cc1cc(=O)n2c(C)cccc2n1,112.0,1.5
CCC(C)c1ccc(NC(=O)COC(=O)C2CCC2)cc1 (centres undefined),101.0,0
Cc1cccc(C(=O)OCc2cc(=O)n3ccsc3n2)c1,108.0,0.4
CCOc1ccc(C(C)(C)C)cc1S(=O)(=O)Nc1cccnc1,101.0,-0.1
Cc1ccc(N(CC(=O)N2CCN(c3ccc(Cl)cc3)CC2)S(=O)(=O)c2c(C)nn(C)c2C)cc1,105.0,0.2
CCCNC(=O)CSc1n[nH]c(=S)s1,101.0,-0.1
CN1C(=O)C2(OCC(COc3ccc(Cl)cc3)O2)c2ccccc21 (centres undefined),100.0,-0.7
COc1ccc(NS(=O)(=O)c2cc3c(cc2Cl)NC(=O)CO3)c(OC)c1,100.0,-1.2
O=C(O)c1cc2ccc3cccc4ccc(c1)c2c34,103.0,0.3
CC1=NN(c2ccc(C)c(C)c2)C(=O)/C1=C/c1ccc(-c2ccc3c(c2)C(=O)NC3=O)o1,102.0,0.1
CCc1ccccc1NC(=O)CSc1nc2c(oc3ccccc32)c(=O)n1-c1ccccc1,102.0,-0.6
Cc1cccc(-n2ccnc2SCC(=O)NC2CCCCC2)c1,103.0,0.4
Cc1nn(-c2ccccc2)c2sc(C(=O)N3CCCCC3)cc12,103.0,1
Cc1ccccc1OCC(=O)Nc1nnc(S(=O)(=O)N2CCCC2)s1,108.0,0
CN(CC(=O)c1ccccc1Br)C1CCCCC1,102.0,-0.1
O=C(Nc1ccc(Cl)cc1Cl)c1cc(S(=O)(=O)N2CCc3ccccc32)ccc1F,106.0,-0.4
CCOc1ccc(-c2cc(NC(=O)Nc3cccc(C(C)=O)c3)c(C(=O)OC)s2)cc1,109.0,0.4
N#Cc1cc(C(=O)c2ccccc2O)cn2c1nc1ccccc12,43.0,-7.4
CCc1cc2c3c([nH]c2cc1S(=O)(=O)NC(C)CC)CCCC3=O (centres undefined),102.0,0.6
O=C(CCc1nc(-c2ccc(Cl)cc2)no1)N1CCCC1,100.0,-0.1
CCc1ccc(NC(=O)CSC2=NC3C(=O)N(C)C(=O)N(C)C3N2C)cc1 (centres undefined),105.0,1.1
COCCn1c(C)cc(O)c(C(c2ccccc2OC)N2CCCCC2)c1=O (centres undefined),110.0,0.4
COc1cc(OC)c(NC(=O)C(C)n2nc(-c3ccc(C)cc3)c3c(c2=O)CCCC3)cc1Cl (centres undefined),110.0,0.9
CC1(C)CCC(C)(C)c2cc(-c3csc(CC#N)n3)ccc21,115.0,2.8
Cn1cccc1/C=C1\CCc2ccccc2C1=O,104.0,0.6
COc1ccc2c3c([nH]c2c1)C(C)(C(=O)O)NCC3 (centres undefined),106.0,0.7
Cc1ccc(-n2c(SCCn3ccnc3)nnc2-c2ccc(Cl)cc2)cc1,104.0,0.2
CCN(CC)S(=O)(=O)c1ccc(-c2ccc(/C=N/NC(=O)CNc3ccc(OC)cc3)o2)cc1,101.0,0.1
CCOc1ccc(N2C(=O)C3C(C2=O)N2CCCN2C3c2ccc(F)cc2)cc1 (centres undefined),102.0,-0.1
CCOC(=O)c1cnc2c(C)cc(C)cc2c1Nc1ccccc1OCC,102.0,-0.4
CN(C)CC(O)c1ccc2cc[nH]c2c1 (centres undefined),104.0,0.4
Cc1ccc(Nc2nc3ccccc3s2)cc1Cl,109.0,0.5
O=C(N1CCOCC1)C12CC3CCC(CC(C3)C1)C2,107.0,0.2
CCOC(=O)C1=C(O)CCN(C)C1,101.0,-0.1
O=C(CCCc1ccccc1)NC1CCCC1,103.0,0.3
Cc1ccc(CNC(=O)C(C)n2c(=O)cc(-c3ccccc3)c3c(C)nn(C)c32)cc1 (centres undefined),105.0,-0.1
CC1CCC/C(=C/Nc2ccccc2C(=O)O)C1=O (centres undefined),99.0,-0.5
CN(C)CC(O)COC(c1ccccc1)c1ccccc1 (centres undefined),103.0,0.1
O=C1NC(c2cccc(F)c2)c2c1n[nH]c2-c1cccs1 (centres undefined),101.0,0.4
Cc1nn(-c2ccccc2)c(C)c1CCC(=O)O,102.0,0.3
NCCc1nnc2ccccn12,102.0,-0.1
CCN(CC)S(=O)(=O)c1ccc2c(c1)c(=O)c(C(=O)NCc1ccc(Cl)cc1)cn2C,104.0,0
Cn1c(SCc2cccc(-c3noc(-c4ccc(Cl)cc4)n3)c2)nnc1C(F)(F)F,103.0,0.2
Fc1cc(F)c2nc(N3CCOCC3)sc2c1,100.0,-0.5
COC(CNC(=O)c1cc(Sc2nnc(C)s2)nc2ccccc12)OC,101.0,-0.6
Cc1ccc(-n2c(=O)c3oc4ccccc4c3n(CC(=O)NC(C)(C)C)c2=O)cc1,104.0,0.8
CCOc1ccccc1NC(=O)CN(C)S(=O)(=O)c1ccc(C(=O)N2CCOCC2)s1,105.0,-0.3
COC(=O)c1c2c(nc3ccccc13)CCCCC2,101.0,0
Cc1ccc(-n2cc(-c3ccc4c(c3)OCO4)[nH]c2=S)c(C)c1,104.0,0.6
